Assay outcomes deposited in PubChem BioAssay by National Center for Advancing Translational Sciences (NCATS).
Vif-A3G inh – Vif-A3G binding inhibition; HeLa A3G-eYFP + Vif (tagged APOBEC3G with the HIV-1 protein that degrades it), YFP fluorescence, overnight; 0.076% of 410,000 active; Potency, µM (titrated, usually from 46.1 µM), for the others: at the highest dose activity, negative = active, hits mostly inhibitors; Q9HC16;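 note: potency is the fitted concentration of half-maximal effect; % is set by controls: 0 for no effect and ±100 for the full control effect; nearly all actives have a fitted effect of over 60% in size; hits raise eYFP signal because A3G escapes Vif-driven loss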
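HeLa cells stably expressing Vif and C-terminally eYFP-tagged A3G, seeded overnight at 37 deg C, then exposed to compound by pintool overnight at 37 deg C. Rise in yellow fluorescence (Ex 488/Em 500-530, Acumen) marks blocked Vif-driven A3G degradation.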
LDHA inh – LDHA (human) enzyme inhibition; P00338; purified LDHA, NADH/diaphorase-resazurin fluorescence; active compounds read low; activity change, % (values are at about 110 or 230 µM); 0.15% of 480,000 active; AID 1347041; in the data active = activity change below about -30%; inconclusive = mostly about -25% to -30%;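 note: plate controls were DMSO wells for no effect and wells without enzyme for full effect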
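Human LDH5 at 2 nM final in Tris HCl pH 7.4 with 0.06 mM NADH and 0.2 mM pyruvate, reacted 5 minutes at room temperature. Remaining NADH coupled via diaphorase/resazurin; resorufin fluorescence read at 0 and 20 minutes, normalized to enzyme-free and DMSO wells.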
GRP78 ERSR act – induces the endoplasmic reticulum stress response in human glioma cells; U87-MG GRP78 promoter luciferase reporter, 16 h; Potency, µM, inactives show at the top dose activation, most hits filed as activators; 0.02% of 420,000 active; AID 602332; note: potency is the fitted concentration of half-maximal effect; series mostly up to about 76 µM; % of control where 0% means no effect; nearly all actives have a fitted effect of over 35% in size
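ERSR induction read as luciferase luminescence (Bright-Glo, 10 min at room temperature) in stably transfected human U87-MG glioma cells exposed to compounds for 16 h, using GRP78 as sensor.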
Vif-APOBEC3F blk – Vif-A3F binding inhibition; AID 602313; HeLa A3F-eYFP + Vif (tagged APOBEC3F with the HIV-1 protein that degrades it), YFP fluorescence increase; Potency, µM (top dose mostly 46.1 µM), for inactives: top-dose activity, negative = active; 0.2% of 390,000 active; note: potency is the fitted concentration of half-maximal effect; % of control where 0% means no effect; nearly all actives have a fitted effect of over 65% in size
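HeLa cells stably expressing Vif plus C-terminally eYFP-tagged A3F were seeded, incubated overnight at 37 deg C, dosed with compound, incubated overnight again at 37 deg C. Yellow fluorescence (Ex 488/Em 500-530) reported blocked Vif-mediated A3F-eYFP degradation.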
PI4K2A block – PI4K2A (human) kinase inhibition; purified PI4K2A, ADP-Glo luminescence, 1 h; active compounds read low; 0.13% of 420,000 active; activity change, negative = inhibition, % at 76.9 µM; Q9BTU6; in the data active = activity change below about -50%; inconclusive = mostly about -30% to -49%;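 note: -100% = wells without enzyme as full effect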
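PI4K2A activity was measured by ADP-Glo luminescence: enzyme (4 ug/mL stock) and phosphatidylinositol (1.2 mM stock) in Tris pH 7.5/MgCl2/EGTA/Triton X-100 buffer were reacted with ATP (300 microM stock) for one hour at ambient temperature.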
TrxR1 substrate – is turned over as a substrate by rat TrxR1 | 0.01% of 390,000 active | Potency, µM (titrated, usually from 114 µM), without a hit: at the top dose activity change, negative = substrate turnover | purified TrxR1 substrate turnover, NADPH consumption readout | O89049; note: potency is the fitted concentration of half-maximal effect; % is set by controls: 0 for no effect and ±100 for the full control effect; nearly all actives have a fitted effect of over 50% in size
Target sequence (O89049 whole entry, looked up): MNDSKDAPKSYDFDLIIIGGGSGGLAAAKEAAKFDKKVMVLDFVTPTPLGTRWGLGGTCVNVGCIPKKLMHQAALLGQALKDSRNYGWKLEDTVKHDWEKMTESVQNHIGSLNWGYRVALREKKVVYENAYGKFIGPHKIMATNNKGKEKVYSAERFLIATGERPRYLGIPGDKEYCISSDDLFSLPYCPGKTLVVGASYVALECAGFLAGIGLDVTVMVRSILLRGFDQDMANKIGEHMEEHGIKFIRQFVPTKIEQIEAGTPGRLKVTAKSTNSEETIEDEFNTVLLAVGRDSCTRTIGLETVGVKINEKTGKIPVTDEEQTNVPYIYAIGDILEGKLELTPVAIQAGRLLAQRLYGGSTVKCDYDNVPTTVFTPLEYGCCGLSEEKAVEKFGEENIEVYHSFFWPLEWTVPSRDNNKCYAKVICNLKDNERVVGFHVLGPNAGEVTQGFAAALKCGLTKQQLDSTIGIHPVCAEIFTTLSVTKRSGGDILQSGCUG
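Rat TrxR1, dispensed at 90 nM, was prereduced with 400 uM NADPH (final) for 5 min at ~22 deg C, then incubated with compound 15 min before 400 uM selenite. A first-read NADPH fluorescence drop versus no-compound background flagged substrates.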
RXFP1 ag – agonists of human relaxin receptor RXFP1; AID 2676; 0.3% of 370,000 active; Q9HBX9; Potency, µM (highest dose often 57.5 µM), without a hit: at the top dose activation, hits mostly activators; HEK293T-RXFP1 cAMP TR-FRET, 30 min; response scale: percent of porcine relaxin response, buffer zero; note: potency is the fitted concentration of half-maximal effect; % is set by controls: 0 for no effect and ±100 for the full control effect; nearly all actives have a fitted effect of over 60% in size; many of its hits are not listed in these tables
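cAMP rise read by TR-FRET after 30 min, 37C compound exposure (up to 58 uM) in RXFP1-transfected HEK293 cells with Ro 20174 present. EC50 from Hill-equation fits, with 29 nM porcine relaxin as 100% and buffer as basal.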
USP1 inh – blocks the human USP1/UAF1 deubiquitinase complex; O94782; recombinant USP1/UAF1, Ub-Rhodamine cleavage fluorescence; Potency, µM (top dose mostly 57.1 µM), for the others: top-dose activity change, negative = inhibition, most hits filed as inhibitors; 0.23% of 390,000 active; AID 743255; note: potency is the fitted concentration of half-maximal effect; % is set by controls: 0 for no effect and ±100 for the full control effect; nearly all actives have a fitted effect of over 60% in size; inactives centre near -12
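USP1/UAF1 complex at 1 nM was preincubated with compound for 15 min at room temperature, then Ub-Rho substrate (150nM final) was added. Fluorescence (480/540 nm) was read kinetically, 6 reads every 60 seconds.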
IDH1 R132H inh – blocks human mutant IDH1 R132H enzyme; O75874; IDH1-R132H enzyme, NADPH consumption, diaphorase/resazurin fluorescence; Potency, µM (series often up to 76.6 µM), without a hit: top-dose activity change, negative = inhibition, most hits filed as inhibitors; 0.093% of 390,000 active; note: potency is the fitted concentration of half-maximal effect; % is set by controls: 0 for no effect and ±100 for the full control effect; nearly all actives have a fitted effect of over 65% in size
Target sequence (O75874 whole entry R132H, stated change not applied): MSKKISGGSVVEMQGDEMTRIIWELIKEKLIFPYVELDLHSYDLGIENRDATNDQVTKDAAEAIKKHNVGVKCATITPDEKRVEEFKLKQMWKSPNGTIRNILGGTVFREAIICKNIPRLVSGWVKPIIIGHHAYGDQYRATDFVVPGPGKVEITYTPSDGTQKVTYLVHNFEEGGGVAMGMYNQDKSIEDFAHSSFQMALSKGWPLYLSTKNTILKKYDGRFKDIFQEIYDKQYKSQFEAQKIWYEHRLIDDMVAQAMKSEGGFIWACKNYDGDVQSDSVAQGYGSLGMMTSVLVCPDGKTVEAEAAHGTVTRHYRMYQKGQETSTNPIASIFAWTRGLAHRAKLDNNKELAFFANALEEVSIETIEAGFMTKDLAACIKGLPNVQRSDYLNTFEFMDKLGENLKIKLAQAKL
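IDH1-R132H (0.5 ug/mL dispensed) in pH 7.5 Tris buffer was preincubated 30 min with compound, then given a substrate mix of 0.016 mM NADPH and 2 mM alpha-KG for 80 min at room temperature; remaining NADPH was read by diaphorase/resazurin fluorescence.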
* hit, by the source's call; ? = inconclusive; nt = not tested or not shown; [ ] = another dose, or the depositor's remark. Unless noted, calls come from the whole dose curve; as a rule, active = well fitted curve in the direction sought with a large enough effect; inconclusive = small, poorly fitted or top-dose-only effect, or another doubt; inactive = no such curve, though single readings can be large; an effect the other way counts as inactive or inconclusive. A portion of the library; count on the stated rates, not on these rows.

SMILES | Vif-A3G inh | LDHA inh | GRP78 ERSR act | Vif-APOBEC3F blk | PI4K2A block | TrxR1 substrate | RXFP1 ag | USP1 inh | IDH1 R132H inh
O=C(Nc1cc(Cl)ccc1-n1cncn1)c1ccc([N+](=O)[O-])s1 | ? | 0 | -5% | ? | -3 | -5% | -0.7% | -13% | 1%
N#Cc1ccccc1OCCN1C(=O)c2ccccc2C1=O | -2% | 3 | 9% | -1% | 4 | 2%[57.1 µM] | 2.4% | -16% | 5%
c1ccc(N2CCN(c3cnccn3)CC2)nc1 | -1% | 0 | 1% | -16% | -2 | 13%[57.1 µM] | -0.3% | 1% | -2%
Cc1cc(C)c(C(=O)N2CCCC(N3CCN(c4cccc(C(F)(F)F)c4)CC3)C2)o1 (configuration not stated) | 3% | -3 | -1% | 2% | -3 | -14% | 1.5% | ? | 6%
C=CCN1C2CCCC1CC(NC(=O)Nc1cc(C)cc(C)c1)C2 (configuration not stated) | 2% | -1 | -1% | -3% | 0 | 4%[57.1 µM] | -3.1% | -23% | 2%
CC(C)(C)c1ccc(OCC(=O)NCc2ccco2)c(Br)c1 | -15% | 3 | ? | -4% | -5 | -2% | 0.9% | -26% | 11%
CCOC(=O)N1CCN(Cc2cc(Cl)c3cccnc3c2O)CC1 | 0% | 27 | -3% | ? | -12 | 0%[57.1 µM] | 0.7% | -9% | -1%
CCN(CC)CCn1c(=S)[nH]c2cc(C(=O)N3CC(C)CC(C)C3)ccc2c1=O (configuration not stated) | -11% | -3 | -7% | 3% | 0 | -7% | -0.4% | -11% | -6%
Cc1cc(N)ccc1NC(=O)CN1CCCC1 | -1% | -11 | 1% | 2% | 8 | -5% | -0.4% | -15% | -15%
O=C(CSc1nnc(-c2ccco2)o1)Nc1c(F)cccc1F | -4% | 1 | 0% | 0% | -5 | 3% | 0.8% | -10% | 2%
CSc1ccccc1CNc1nc(NCC2CC2)nc2ccsc12 | ? | -5 | 10% | nt | 1 | nt | nt | nt | nt
CC(Sc1ccccc1)C(=O)Nc1ccc(N2CCOCC2)cc1 (configuration not stated) | -6% | 1 | -5% | -6% | -5 | -4% | 0.5% | -1% | -5%
Cc1ccc(S(=O)(=O)NCC(=O)OCC(=O)N(Cc2ccccc2)C(C)(C)C)cc1 | -2% | -6 | -6% | -1% | 2 | -11% | 1.7% | -18% | 4%
O=C(Nc1ccc2cn[nH]c2c1)c1ccc(S(=O)(=O)N2CCOCC2)cc1 | -8% | -2 | -2% | -3% | 0 | 11%[57.1 µM] | -1.6% | -3% | 0%
COc1ccc(Cl)cc1N1C(=O)CC(N2CCc3ccccc32)C1=O (configuration not stated) | 2% | -2 | -4% | 4% | -9 | -1% | 0.1% | -13% | -1%
O=C(O)c1ccc(/C=N/Nc2ncc(C(F)(F)F)cc2Cl)cc1 | -5% | 1 | 4% | 5% | 5 | -8% | 0.8% | ? | 2%
COc1ccc(NC(=O)c2oc3ccccc3c2NC(=O)c2cc(OC)c(OC)c(OC)c2)cc1 | -1% | -1 | -1% | -18% | 0 | 4% | 0.8% | -13% | 2%
O=C(Nc1ccc(S(=O)(=O)N2CCOCC2)cc1)C1CC1 | 6% | -2 | -3% | 4% | -1 | -2% | 0.9% | -13% | -2%
COc1cc2c(C(=O)N3CCN(Cc4ccc5c(c4)OCO5)CC3)cn(C)c(=O)c2cc1OC | 2% | 15 | 1% | 0% | -1 | 2% | 0.8% | -17% | 2%
CCCCn1c(N)c(N(CC(C)C)C(=O)C2=COCCO2)c(=O)[nH]c1=O | 2% | -8 | -5% | 5% | -1 | 4% | -0.9% | -1% | -6%
OCCC1CN(Cc2ccc3nsnc3c2)CCN1C1CCCCC1 (configuration not stated) | 1% | -2 | -1% | 7% | -1 | -5% | 6.5% | -15% | -2%
CCOc1ccc(N2CCc3c(C)nc(SC)nc32)cc1 | ? | -4 | -1% | 15% | 2 | 4%[57.1 µM] | 14% | -17% | 0%
CCN1CCCC1CN=Cc1c(O)n(-c2ccccc2)c(=O)c2ccccc12 (configuration not stated) | -7% | 1 | -5% | 0% | -2 | 16% | 0.9% | -10% | 2%
CCc1cc(Br)ccc1NC(=O)C1CCCO1 (configuration not stated) | -3% | -4 | -2% | -4% | 12 | 4% | 0.2% | -4% | -5%
CC(C)Oc1ccc(CNC(=S)N/N=C/c2cccnc2)cc1 | ? | -4 | 2% | 0% | 9 | -6% | 3.9% | -7% | 10%

Copied from the list.
Reading for `CCCCn1c(N)c(N(CC(C)C)C(=O)C2=COCCO2)c(=O)[nH]c1=O` in LDHA inh: -8
Reading for `CC(C)(C)c1ccc(OCC(=O)NCc2ccco2)c(Br)c1` in RXFP1 ag: 0.9%

Going on with the list.
SMILES | Vif-A3G inh | LDHA inh | GRP78 ERSR act | Vif-APOBEC3F blk | PI4K2A block | TrxR1 substrate | RXFP1 ag | USP1 inh | IDH1 R132H inh
COC1=C/C(=C/c2c(N)n3nc(-c4ccc(C)cc4)sc3nc2=O)C=CC1=O | -18% | -30* | 2% | 11µM* | -5 | 1%[57.1 µM] | -1.7% | -20% | 4%
Cc1ccc(C(=O)N2CCN(c3ccc(F)cc3)CC2)cc1NC(=O)c1nsc2ccccc12 | 2% | -1 | 1% | -5% | -4 | 1%[57.1 µM] | 4.3% | -15% | 0%
CCN(C(=O)COC(=O)c1ccccc1NC(=O)c1ccco1)C1CCS(=O)(=O)C1 (configuration not stated) | 2% | -2 | 1% | 7% | 0 | 1% | 0.1% | -17% | 8%
COc1ccc(-n2c(COc3cccc4ccccc34)nnc2SC(C)C(=O)O)cc1 (configuration not stated) | 3% | 1 | -1% | 3% | -4 | 20%[57.1 µM] | -2.0% | -10% | 12%
CCOC(=O)c1ccccc1NS(=O)(=O)c1ccc(S(=O)(=O)N2CCCC2)cc1 | -5% | 1 | 0% | -3% | -3 | 9% | -1.3% | -4% | 2%
CCc1noc(C)c1C(=O)OCC(=O)NCc1ccccc1OC | -2% | -11 | -2% | -1% | -2 | 1% | 0.5% | -13% | 2%
O=C(N/N=C/c1ccco1)C1(O)c2ccccc2-c2ccccc21 | 0% | 0 | -5% | -2% | 7 | 3% | 0.0% | -12% | 10%
C[C@H](CO)N1C[C@H](C)[C@@H](CN(C)S(=O)(=O)c2ccc(Oc3ccccc3)cc2)OCc2cnnn2CCCC1=O | -1% | -1 | -3% | -8% | 3 | nt | nt | -19% | 0%
O=C(NC(c1ccccc1)c1ccccc1)C1CCCO1 (configuration not stated) | -6% | -9 | -4% | -16% | 6 | 14%[57.1 µM] | -1.1% | -19% | 0%
COc1ccc(NC(=O)c2cc(C3CCCCN3C(=O)c3cc(C(C)(C)C)nn3C)on2)c(C)c1 (configuration not stated) | 1% | -5 | -4% | nt | 5 | nt | nt | nt | nt
COCCCNC(=O)c1ccc(-c2c(C)noc2C)c2ccoc12 | -1% | -5 | 5% | nt | 5 | nt | nt | nt | nt
Cc1nn(Cc2ccc(Cl)cc2Cl)c(Cl)c1/C=C/C(=O)OCC(=O)NCC(F)(F)F | 7% | -1 | -3% | -9% | 0 | 3% | 0.3% | -19% | 4%
CCC1(NC(C)=O)CC2CC1CC2NC(C)=O (configuration not stated) | 3% | -15 | -3% | -3% | 0 | -7% | 1.6% | -6% | -6%
CCOC(=O)CSc1nnc(Cn2c(=O)sc3ccccc32)n1-c1ccccc1C | 0% | -3 | -3% | 0% | -1 | 6%[57.1 µM] | -3.7% | -8% | 7%
COc1cccc(N2CCN(C(=O)c3cc(-c4ccccc4)nc4c3cnn4C(C)C)CC2)c1 | -4% | 4 | 1% | 2% | -1 | -4% | nt | -3% | -5%
Cc1ccc(/C=N/NC(=S)NC(C)C)o1 | -1% | 2 | ? | -4% | 0 | -7% | -0.1% | -9% | 9%
CNC(=O)C1Cc2ccccc2CN1S(=O)(=O)c1cccs1 (configuration not stated) | -2% | -12 | -4% | -14% | -6 | 6%[57.1 µM] | -0.4% | -22% | -2%
O=C(Nc1ccc(Br)cc1)c1ccccc1Br | -2% | -2 | 1% | -2% | -2 | -2% | -0.9% | -7% | 5%
O=C(N/N=C/c1ccsc1)c1cc2ccccc2o1 | 9% | -1 | -2% | -5% | -3 | 4% | 1.8% | -21% | 0%
Cc1cc(C)n(-c2ccc(C(=O)Nc3ccc(C)c(S(=O)(=O)N4CCOCC4)c3)cc2)n1 | 0% | -1 | -8% | 2% | 1 | 22%[0.0914 µM] | -2.2% | -18% | 5%
c1ccc(N2CCN(c3c4c(nc5ncnn35)CCC4)CC2)cc1 | 7% | 4 | -4% | 0% | 4 | -2% | 7.6% | -17% | 0%
O=C(O)C1C2CCC(C2)C1C(=O)NCCC1=CCCCC1 (configuration not stated) | 2% | -1 | -5% | 3% | -6 | -2% | 1.9% | -10% | 0%
COc1ccc(N2C(=O)S[C@@H]3CS(=O)(=O)C[C@@H]32)cc1 | 0% | -10 | -5% | -18% | 1 | -8% | 1.8% | 1% | 3%
COC(=O)c1sc(S(=O)(=O)N2CCCCC2)c(C(=O)OC)c1C | 2% | -3 | -6% | -2% | -3 | -2% | -1.7% | -5% | 4%
